Screening data (PubChem)
CHRM5 agonist: human M5 muscarinic receptor agonists, primary screen, CHO-K1 cells, Fluo-8 calcium fluorescence. Muscarinic acetylcholine receptor M5 (Homo sapiens), P08912. CHO-K1 hM5 cells; 0% DMSO wells, 100% maximal acetylcholine response. activation, % at 3 µM. hit rate 0.19% among 360,000. AID 624037, 2012;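 active = activation above the run's mean over test compounds plus 3 SD, cut at about 23% in these data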;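 note: signal is peak over basal fluorescence ratio across the kinetic read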
Target sequence (P08912 whole entry, looked up): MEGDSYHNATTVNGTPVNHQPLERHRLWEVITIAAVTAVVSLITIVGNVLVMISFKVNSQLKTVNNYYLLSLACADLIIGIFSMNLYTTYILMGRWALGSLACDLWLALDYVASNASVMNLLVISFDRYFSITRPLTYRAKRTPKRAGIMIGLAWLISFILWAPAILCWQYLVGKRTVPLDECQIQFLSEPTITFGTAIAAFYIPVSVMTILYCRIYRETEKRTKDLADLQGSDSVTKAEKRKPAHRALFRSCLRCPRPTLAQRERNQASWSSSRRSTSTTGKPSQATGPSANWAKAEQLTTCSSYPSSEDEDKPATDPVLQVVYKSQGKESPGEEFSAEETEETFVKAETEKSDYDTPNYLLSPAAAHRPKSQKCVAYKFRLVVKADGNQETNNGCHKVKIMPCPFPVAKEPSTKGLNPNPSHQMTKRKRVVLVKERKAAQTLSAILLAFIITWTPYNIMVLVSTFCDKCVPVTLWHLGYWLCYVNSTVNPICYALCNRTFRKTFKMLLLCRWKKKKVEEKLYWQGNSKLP
CHRM4 PAM: human M4 muscarinic receptor positive allosteric modulators, primary screen, CHO-K1 cells, Fluo-8 calcium fluorescence; Muscarinic acetylcholine receptor M4 (Homo sapiens), P08173; CHO-K1 hM4/Gqi5, ACh EC20; 0% = ACh EC20, 100% = maximal ACh; activation, % at 3 µM; hit rate 0.4% among 360,000; AID 624126, 2012;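 active = activation above its plate's cutoff, the mean activation of sample wells plus 3 SD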; note: some results filed as inactive read as strong as hits
M5 antag: human M5 muscarinic receptor antagonists, primary screen, CHO cells, Fluo-8 calcium fluorescence. CHO-hM5 cells, ACh EC80. inhibition, % at 3 µM. hit rate 0.59% among 360,000. AID 624040, 2012;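 active = inhibition above a per-plate cutoff, the mean of that plate's test compounds plus 3 SD, cut at about 27% in these data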;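 note: 0% = acetylcholine EC80 with DMSO and 100% = DMSO without agonist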
M5 PAM: human M5 muscarinic receptor positive allosteric modulators, primary screen, CHO-K1 cells, Fluo-8 calcium fluorescence; hit rate 0.3% among 360,000; CHO-K1 hM5, ACh EC20 PAM; 0% = ACh EC20, 100% = ACh EC100; Muscarinic acetylcholine receptor M5 (Homo sapiens), P08912; activation, % at 3 µM;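 active = activation above the run cutoff, the mean activation of all test compounds plus 3 SD, cut at about 18% in these data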
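system = human M5 receptor in CHO-K1 cells | compound = one concentration, 3 µM final (nominal) | schedule = Post-acetylcholine fluorescence recording 140 s | signal = Fluo-8 calcium dye fluorescence, kinetic read | benchmarks = low control EC20 acetylcholine (0%), high control EC100 acetylcholine (100%) | repeats = singlicate, one well per test compound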
M4 ag: human M4 muscarinic receptor agonists, primary screen, CHO-K1 cells, Fluo-8 calcium fluorescence; AID 624127, 2012; CHO-K1 hM4/Gqi5; vehicle 0%, full acetylcholine response 100%; hit rate 0.14% among 360,000; activation, % at 3 µM;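 active = activation above the run mean over all test wells plus 3 SD, cut at about 32% in these data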;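 note: peak over basal fluorescence ratio per well then scaled between controls; 0% = DMSO wells and 100% = acetylcholine at EC100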
CHRM1 PAM: human M1 muscarinic receptor positive allosteric modulators, primary screen, CHO-K1 cells, Fluo-8 calcium fluorescence, 1536-well; CHO-K1 hM1, ACh EC20; 0% = ACh EC20, 100% = maximal ACh; activation, % at 3 µM; hit rate 0.088% among 360,000; in the data active = activation above about 19%, passing the limit was not always enough
Target sequence (P11229 whole entry, looked up): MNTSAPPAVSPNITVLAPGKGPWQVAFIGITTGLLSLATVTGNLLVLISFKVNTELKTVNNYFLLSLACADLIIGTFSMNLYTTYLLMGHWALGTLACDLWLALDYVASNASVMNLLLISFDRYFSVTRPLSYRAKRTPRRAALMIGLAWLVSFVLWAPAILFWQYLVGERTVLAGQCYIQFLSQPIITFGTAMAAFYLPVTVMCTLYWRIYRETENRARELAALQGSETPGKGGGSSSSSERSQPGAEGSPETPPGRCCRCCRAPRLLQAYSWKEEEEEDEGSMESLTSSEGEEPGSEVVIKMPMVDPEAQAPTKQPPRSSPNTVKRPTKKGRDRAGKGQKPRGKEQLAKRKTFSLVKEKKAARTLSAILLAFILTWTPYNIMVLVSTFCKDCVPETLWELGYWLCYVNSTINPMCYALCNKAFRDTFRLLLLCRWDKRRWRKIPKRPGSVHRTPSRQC
CRFBP-R2 agonist: agonists of CRF-BP/CRF-R2 complex, primary screen, cell-based, HEK293, calcium dye fluorescence, uHTS; CRF-binding protein / CRF receptor 2 complex (human); calcium dye fluorescence (FLIPR); percent of saturating CRF peptide response; activation, % at 13.2 µM; hit rate 0.46% among 350,000; AID 588473, 2011;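 active = activation of at least 50%, plus an integration ratio under a set limit after plate pattern correction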;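 note: plate controls were neutral control wells without compound for no effect and CRF at EC100 for full effect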
CRFR2-BP antag: antagonists of CRF-BP/CRF-R2 complex, primary screen, cell-based, HEK293, calcium dye fluorescence, uHTS; CRF-induced calcium fluorescence; inhibition, % at 11.8 µM; hit rate 0.59% among 350,000;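 active = inhibition of the ligand-induced calcium signal above about 50% at the single tested concentration, limit read from the data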
CHRM4 antagonist: human M4 muscarinic receptor antagonists, primary screen, CHO cells, Fluo-8 calcium fluorescence; CHO-hM4 cells, ACh EC80; inhibition, % at 3 µM; hit rate 0.73% among 360,000;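 active = inhibition above its plate's cutoff, the mean inhibition of sample wells plus 3 SD, cut at about 27% in these data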;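 note: 0% = acetylcholine EC80 with DMSO and 100% = DMSO without agonist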
* hit, by the source's call; x = not tested or not shown.

Results follow in this order: CHRM4 PAM, CHRM4 antagonist, CHRM5 agonist, M4 ag, M5 antag, CHRM1 PAM, M5 PAM, CRFR2-BP antag, CRFBP-R2 agonist
CCCn1c(N)c(N(CCOC)C(=O)CSCC(=O)Nc2cccc(C)c2)c(=O)[nH]c1=O
  7, 1, -4, 0, 1, 12, 7, 1, -0.7
CCOc1ccccc1-c1nc(C(N)=O)c2[nH]c(=O)n(-c3ccc(F)cc3)c2n1
  13, -22, -1, 0, -7, 20, 2, 13, -1.3
CC1CC(C)(C)CC2(C1)NC(=O)N(CC(=O)Nc1cc([N+](=O)[O-])ccc1F)C2=O (stereo not given)
  -8, 6, 2, 2, 11, -3, -4, -7, 0.4
Cc1[nH]c2c(C)cccc2c1CCNS(=O)(=O)c1cccc([N+](=O)[O-])c1
  -6, 21, 0, 3, -3, 6, -2, -18, -0.8
COCCN1C=C(C(=O)OC)C(c2ccc(OC)c(OC)c2)C(C(=O)OC)=C1
  7, 0, 0, 1, 3, 4, 4, 12, -4.8
COC(=O)CSc1nnc(Cc2cc(=O)[nH]c(=O)[nH]2)n1-c1cccc(OC)c1
  5, -10, 2, 1, -7, 3, -2, -40, 4.8
Cc1ccc(Cl)c(NC(=O)COC(=O)c2ccccc2C(=O)c2ccc(Cl)c([N+](=O)[O-])c2)c1Cl
  -4, 11, 0, 0, 4, -1, -3, 17, -2.0
CCN(c1ccc(OC)cc1)S(=O)(=O)N1CCCC(C(=O)NCc2cccc(C)c2)C1 (stereo not given)
  2, -35, -2, 9, -10, -3, 1, 46, -2.9
O=C(CN1C(=O)NC2(CCCCCCC2)C1=O)NC1CCCc2ccccc21 (stereo not given)
  -2, 6, 0, 0, 7, -1, -2, -10, -2.4
O=C(c1ccc(CN2CCOCC2)cc1)N1CCC(Cc2ccccc2)CC1
  -6, 1, -3, 1, 5, -1, -6, 0, -3.3
COC(=O)C(Cc1c[nH]c2ccccc12)NC(=O)c1cc(-c2ccc(OC)c(OC)c2)oc1C (stereo not given)
  -11, 4, 2, 7, 7, -6, -4, 2, 0.3
Cc1cc(C)n(CC(C)NCc2cn[nH]c2-c2ccc(C)c(C)c2)n1 (stereo not given)
  -2, 1, 1, 4, 5, 3, -3, 12, -2.7
COc1ccc(-c2nc(CSCC(=O)NCCCN3CCCC3=O)c(C)o2)cc1
  0, -3, -4, 1, 7, 0, -9, 7, -0.1
O=P(Cc1ccccc1)(Cc1ccccc1)c1ccccc1
  4, -11, 3, 0, -5, 19, -6, 0, -1.3
O=c1c2ccccc2nc2ccc(NCc3cccs3)nn12
  0, 1, -1, 1, 2, 9, 1, 16, 4.0

Part of the list above, limited to M5 PAM.
| mol | M5 PAM |
| --- | --- |
| COc1ccc(-c2nc(CSCC(=O)NCCCN3CCCC3=O)c(C)o2)cc1 | -9 |
| O=P(Cc1ccccc1)(Cc1ccccc1)c1ccccc1 | -6 |
| O=c1c2ccccc2nc2ccc(NCc3cccs3)nn12 | 1 |

Next part
Results follow in this order: CHRM4 PAM, CHRM4 antagonist, CHRM5 agonist, M4 ag, M5 antag, CHRM1 PAM, M5 PAM, CRFR2-BP antag, CRFBP-R2 agonist
CSc1c(SCc2ccccc2)cnn(Cc2ccccc2)c1=O
  -5, -7, -5, -2, -5, -8, 0, 13, 0.8
COc1ccc2c(CN(C)Cc3ccccc3)cc(=O)oc2c1
  -2, -7, 0, 0, -1, 3, 0, x, x
O=C(N/N=C/c1cccc([N+](=O)[O-])c1)C1COc2ccccc2O1 (stereo not given)
  11, -15, -2, 6, -25, -1, 5, -1, 3.5
O=C(Nc1cccc(F)c1)Nc1ccnn1C1CCN(C(=O)c2ccccn2)CC1
  -6, 0, -3, 0, 1, 3, -5, 9, -0.5
Cc1ccc(S(=O)(=O)N2CCN(CCOc3ccccc3)CC2)cc1
  5, 9, -4, 1, 0, 6, 1, -4, 0.4
COc1ccc(NC(=O)CN2CCN(CC(=O)Nc3ccccc3Cl)CC2)cc1Cl
  -4, -4, 0, 5, -10, 3, -8, 3, -1.2
O=Nc1c(O)n(Cc2ccc(Cl)cc2)c2ccccc12
  9, 0, -3, -1, -7, 22*, 10, -27, 0.4
CC(=O)C1=NN(c2ccccc2)C(c2ccc3c(c2)OCO3)N1c1ccccc1 (stereo not given)
  -6, 0, -9, -1, -2, -1, -4, 12, 3.0
Cc1c(NC(=O)C2CC(c3ccc(F)cc3)=NO2)c(=O)n(-c2ccccc2)n1C (stereo not given)
  -9, 17, 1, 0, -2, 11, -3, -6, 1.8
Cc1nc2ccc(NS(=O)(=O)c3ccc(Br)cc3)cc2s1
  -1, 4, 8, 14, 10, -4, -14, -9, 0.1
Cc1ccc(CNc2ncnc3ccc(-c4ccoc4C)cc23)o1
  3, -13, 0, 3, -1, -1, -1, x, x
Cc1ccc(-c2cn(CCC(=O)O)c(-c3ccc(Cl)nc3)n2)cc1
  2, 3, 5, 1, -10, 4, 8, 5, -0.9
COc1ccc(Br)c(OC)c1C(=O)NC(=O)Nc1c(F)cccc1F
  8, 5, -4, 0, 7, 8, -2, 1, -8.8
COc1ccccc1Nc1ncnc2c1c(C)c(C)n2CCO
  -4, -1, -2, 3, 7, -9, -9, 10, -2.7
CN(C(=O)c1cccc(NC(=O)Cc2cccc([N+](=O)[O-])c2)c1)C1CCCC1
  -3, 0, 3, 9, 6, -3, -7, 12, -0.8
Cc1cc(NCCCCCCCNc2cc(C)nc3cc([N+](=O)[O-])ccc23)c2ccc([N+](=O)[O-])cc2n1
  -10, 43*, -11, 2, 18, -28, -19, 37, -1.8
Nc1nc(-c2ccccc2)c(C(=O)Nc2ccccc2)s1
  11, -23, 2, 1, -5, -3, 1, 6, 0.7
O=S(=O)(Nc1ccccc1N1CCOCC1)c1c(F)cc(F)cc1Br
  10, -1, -4, 1, 8, 5, 7, 1, 0.7
COc1ccc(NC(=O)CCSc2ccc(F)cc2)cc1
  -4, -1, -5, 1, 5, -1, 0, -13, -2.8
C(=NOCCc1ccccc1)c1ccncc1
  12, -12, -5, 1, 10, 10, 4, -2, -1.5
COc1cc(CC(NC(C)=O)C(=O)NC2CCN(C(=O)Nc3ccc(C)cc3)CC2)cc(OC)c1 (stereo not given)
  -3, 5, -3, 1, 9, 7, 0, -10, -0.8
CN(C)c1cccc(C(=O)NCC2CCCO2)c1 (stereo not given)
  5, -1, -1, 1, -1, 10, 1, 2, -1.1
CC(=O)N(Cc1cc2c(C)cc(C)cc2[nH]c1=O)C1CCCCC1
  -6, 7, 19, 9, 7, 11, -4, -57, 40
CCn1cc(C(=O)OCC(=O)Nc2ccc(C(C)C)cc2)c(=O)c2ccc(C)nc21
  12, -9, -1, 0, -1, 8, 14, -14, -0.2
O=C(NCC1CCN(Cc2ccccc2F)CC1)Nc1cc(F)ccc1F
  -13, 3, -8, 1, 9, 5, -7, -10, 1.3
Cc1ccccc1NC(=O)c1nnn(-c2ccc3c(c2)OCCO3)c1N
  5, -10, 1, 15, -3, 3, 2, -3, 0.0
Cn1nnc(NC(=S)NC(=O)c2ccc(-c3ccc(Br)cc3)o2)n1
  9, -7, 0, 1, 19, 4, -6, 7, -3.8
CC1(C(=O)NCC2CC2)CCN1C(=O)C1(c2ccc(Cl)cc2)CC1 (stereo not given)
  3, -18, 0, 0, -2, 2, 2, x, x
Cc1ccc(C(=O)CSc2ccccn2)cc1
  17, 1, -2, -1, -4, 11, 2, -5, -2.0
O=C(Nc1ccccc1N1CCN(c2ccccc2)CC1)c1cccc(F)c1
  10, -19, 1, -2, 6, 11, -3, -14, -1.5
CCCCNC(=O)c1nc(-c2cnc(C)cn2)oc1-c1ccc(Cl)cc1
  -6, 6, -3, 2, 2, x, 0, x, x
COc1ccc2[nH]c3c(c2c1)CCN1C(=O)C(CC(=O)NC(C)(C)C)C[C@H](C(=O)N2CCCCC2)[C@@]31C (stereo not given in full)
  3, -16, 1, 0, 10, 5, -4, 24, 2.1
COc1ccc2c(=O)c3c(=O)n(Cc4ccco4)c(-c4cc(OC)c(OC)c(OC)c4)nc3oc2c1
  2, 1, 1, 0, -2, 3, -2, -1, 0.9
Cc1cccc(OCCC(=O)Nc2ccc(F)c(F)c2)c1
  -2, -5, 0, 3, 6, 6, 3, 3, -0.7
NC(=O)NC(CC(=O)NCCCc1ccccc1)c1ccc(Cl)cc1 (stereo not given)
  5, 9, -2, 0, 3, 14, 6, -3, 0.9
COc1ccccc1CNC(=O)[C@@H]1CCCN1S(=O)(=O)c1ccc(C)cc1
  0, -1, 7, 3, 12, 8, -1, -5, -5.0
CC(=O)Nc1nc(C)c(Oc2ccc(Cl)cc2Cl)c(=O)[nH]1
  10, 9, -1, 0, -4, 8, 2, 2, 0.2
CC(=O)Nc1cccc(NC(=O)c2cc3ccccc3o2)c1
  -4, -13, 4, 8, 1, -3, -11, 3, -2.6
O=C(O)CCC(=O)Nc1nc2ccccc2s1
  0, 5, 2, 0, -11, -2, 0, 0, -1.6
CCC(=O)Nc1ccc(Cl)c(NC(=S)NC(=O)c2ccco2)c1
  -7, 2, 3, 5, -14, 3, 6, -9, -0.5
O=[N+]([O-])c1ccc(-c2nc(-c3ccncc3)no2)cc1
  1, -8, -1, 1, 1, 7, 1, 7, -1.3
O=S(=O)(Cc1ccccc1Cl)Nc1ccccn1
  0, 8, 2, -1, -1, 7, 1, 13, -1.4
COc1ccccc1N1CCN(C(=S)Nc2ccc3nc(N4CCOCC4)cc(C)c3c2)CC1
  -2, 2, -2, 6, 8, -2, -5, -20, 1.4
O=C(NNc1nc(-c2ccc(Br)cc2)cs1)c1ccco1
  -5, -5, -2, 3, 2, 6, -3, 10, 0.0
COc1ccc(S(=O)(=O)N2CCOCC2)cc1C(=O)N1CCCCC1
  3, -4, 0, 2, -7, 7, 15, -31, -1.3
Cc1nnc(Sc2nc3c(c(=O)[nH]c(=O)n3C)n2CCc2ccccc2)s1
  3, -1, 0, 1, 2, 6, -6, 8, 0.4
O=C(CCC(=O)NC1CCCCC1)N/N=C/c1ccncc1
  10, -1, -3, 1, 0, 9, -2, 10, 1.2
COc1cc2c(cc1OC)[C@H](Cc1ccc(O)cc1)NCC2
  5, 2, 1, 0, 2, 3, 5, -6, 5.2
CCOc1ccc(C(C)=O)cc1COC(=O)CCc1cc(OC)c(OC)c(OC)c1
  2, 2, -1, 3, 14, 2, -5, 4, 1.4
O=C(c1cccc(S(=O)(=O)N2CCCC2)c1)N1CCCc2ccccc21
  -5, -6, -4, 3, 2, 4, 4, -4, 1.1
COC(=O)Cn1c(N2CCCC2)nc2c1c(=O)n(C)c(=O)n2C
  4, -12, 0, 1, -3, 9, 2, 6, -0.8
O=C(COC(=O)C1CC(=O)N(Cc2ccco2)C1)Nc1ccc(F)cc1F (stereo not given)
  7, -5, 5, 1, 5, 4, -3, 2, -0.9
CCC(=O)Nc1ccc2c(c1)ncn2-c1ccccc1
  3, 6, -3, 1, 2, 6, -5, 0, -0.8
COc1ccc(Cl)cc1C(=O)Nc1ccccc1N1CCN(C)CC1
  -8, 15, -2, 8, 13, 4, -4, -27, 16
CCn1c(SCC(=O)N/N=C/c2ccc(C)o2)nnc1-c1ccc(C(C)(C)C)cc1
  7, 1, 3, 5, 6, -2, 4, -16, 2.4
